# SMARCA2 act: increases SMARCA2 function in MMTV reporter cells | hit rate 1% among 370,000 | MG213 cells, MMTV-luciferase reporter, dexamethasone, overnight | activation, % at 9.1 µM; in the data active = activation above about 7.8%;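 also: 0% = vehicle wells and 100% = reference activator wells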
# FXN GAA850 act: frataxin GAA850 promoter activation. HEK293 lucGAA850 FXN promoter luciferase reporter, 24 h; percent of 10 µM SAHA response. activation, % at 6 µM. hit rate 0.56% among 360,000. AID 540364;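 active = activation above the average of all compounds screened plus 3 SD, cutoff fixed separately per campaign, cut at about 7.5% in these data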;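 also: 0% = DMSO wells and 100% = 10 µM SAHA wells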
# DAX1 inh-1: NR0B1 (DAX1) inhibition | P51843 | HEK293 Gal4-DAX1 luciferase reporter, luminescence | inhibition, % at 6.75 µM | hit rate 0.99% among 340,000 | AID 504766;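 active = inhibition above the mean over all tested compounds plus 3 SD, cut at about 4.2% in these data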;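 also: 0% = DAX1-transfected cells with DMSO and 100% = empty-vector control cells with DMSO; inhibition shows as a rise in luminescence from relieved DAX1 repression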
# Target sequence (P51843 207-470 limits assumed): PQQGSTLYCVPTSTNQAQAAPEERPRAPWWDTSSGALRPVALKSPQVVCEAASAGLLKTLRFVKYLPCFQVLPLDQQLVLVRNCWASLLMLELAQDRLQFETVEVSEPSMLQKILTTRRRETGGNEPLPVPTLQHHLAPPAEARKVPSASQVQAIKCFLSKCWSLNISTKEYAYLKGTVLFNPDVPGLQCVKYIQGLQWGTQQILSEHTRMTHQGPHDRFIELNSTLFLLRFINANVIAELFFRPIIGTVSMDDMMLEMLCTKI
# PLC-beta3 inh: PLC-beta3 (human) inhibition, primary screen; Q01970; Purified PLC-beta3, fluorogenic substrate, fluorescence; inhibition, % at 12.2 µM; hit rate 0.18% among 370,000; AID 720704; in the data active = inhibition above about 11%;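 also: 0% = median of compound wells on plate and 100% = full blocker control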
# ssDAF12 agonist: activators of S. stercoralis DAF-12 nuclear receptor; AID 652126; hit rate 1% among 370,000; HEK293 ssDAF-12/GRIP1 lit1-tk-luc reporter, luminescence; % of 3 µM dafachronic acid response; activation, % at 6.8 µM;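 active = activation above the mean over all tested compounds plus 3 SD, cut at about 0.9% in these data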;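 also: 0% = DMSO-only wells and 100% = 3 µM delta7-dafachronic acid wells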
# hgDAF-12 ag: hgDAF-12 agonism, primary luciferase screen; HEK293 GAL4-hgDAF12 UAS-luciferase reporter, agonist luminescence; normalized to butyrate control; activation, % at 6.8 µM; hit rate 1.8% among 370,000; AID 687014;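 active = activation above a cutoff set at the mean of all screened compounds plus 3 SD, cut at about 10% in these data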;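 also: 0% = DMSO wells and 100% = sodium butyrate wells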
# Rev-erbA mod: modulates human Rev-erb alpha binding to DNA; P20393; Rev-erbα–FITC-DNA binding, fluorescence polarization, 90 min; activity, % at 10 µM; hit rate 0.79% among 370,000; AID 1259318;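 active = activity above about 14%, limit read from the data; passing the limit was not always enough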;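 also: 0% = DMSO wells with 35 nM protein and 100% = DMSO wells with 750 nM protein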
# Target sequence (P20393 whole entry, looked up): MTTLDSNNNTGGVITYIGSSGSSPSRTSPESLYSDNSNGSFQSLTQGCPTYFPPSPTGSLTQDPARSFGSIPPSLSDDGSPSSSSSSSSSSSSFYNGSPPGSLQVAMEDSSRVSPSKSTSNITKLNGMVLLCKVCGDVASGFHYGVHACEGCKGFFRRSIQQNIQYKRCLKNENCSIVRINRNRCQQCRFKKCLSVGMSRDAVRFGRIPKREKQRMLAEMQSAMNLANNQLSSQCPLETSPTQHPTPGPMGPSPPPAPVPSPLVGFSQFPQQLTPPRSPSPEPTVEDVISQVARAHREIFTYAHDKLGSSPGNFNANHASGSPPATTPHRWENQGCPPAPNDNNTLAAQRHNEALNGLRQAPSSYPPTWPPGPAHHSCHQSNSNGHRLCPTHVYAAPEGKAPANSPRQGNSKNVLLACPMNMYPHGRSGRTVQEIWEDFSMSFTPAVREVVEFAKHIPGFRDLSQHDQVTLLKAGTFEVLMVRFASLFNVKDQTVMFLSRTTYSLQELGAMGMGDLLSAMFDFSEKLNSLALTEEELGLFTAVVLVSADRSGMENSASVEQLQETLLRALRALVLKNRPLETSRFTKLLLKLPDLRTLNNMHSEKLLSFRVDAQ
# hcDAF-12 act: H. contortus DAF-12 activation, primary screen; HEK293 hcDAF-12 lit1-tk-luc reporter, luminescence; 0% DMSO, 100% Δ7-dafachronic acid; activation, % at 6.8 µM; hit rate 1.4% among 370,000; AID 652067;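 active = activation above the mean of all tested compounds plus 3 SD, cut at about 5.5% in these data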;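 also: 100% = response to 3 µM Δ7-dafachronic acid high control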
# PG9 Ab binder: binds the HIV-1 gp120 antibody PG9; TR-FRET gp120-PG9 antibody binding; inhibition, % at 6.7 µM; hit rate 0.43% among 360,000; AID 624416; in the data active = inhibition above about 8.5%
# HGIII-sPLA2 inh: Blocks human group III sPLA2 activity; AID 743126; Q9NZ20; inhibition, % at 12.2 µM; QFRET BODIPY PC-A2 liposome hydrolysis, fluorescence; hit rate 0.56% among 370,000;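 active = inhibition above mean plus 3 SD of compounds lying within the high and low control bounds, cut at about 19% in these data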;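 also: 0% = median of test compound wells and 100% = no enzyme DMSO wells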
# DAX1 inh-2: blocks DAX1 repression of SF-1 activated StAR promoter; inhibition, % at 6.8 µM; HEK293T StAR-luciferase reporter, SF-1/DAX-1 repression relief; AID 652010; hit rate 1.1% among 370,000;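 active = inhibition above the mean over all tested compounds plus 3 SD, cut at about 3.6% in these data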;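 also: 0% = DAX-1 cells with DMSO and 100% = cells lacking DAX-1 with DMSO; higher inhibition means more luminescence from relief of DAX-1 repression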
# The depositor's hits bear a star; i = inactive; . = not tested or not shown. Rows were taken by chance (roughly 7% active in at least one column).
nr	SMILES	SMARCA2 act	FXN GAA850 act	DAX1 inh-1	PLC-beta3 inh	ssDAF12 agonist	hgDAF-12 ag	Rev-erbA mod	hcDAF-12 act	PG9 Ab binder	HGIII-sPLA2 inh	DAX1 inh-2
1	COc1cccc(C(=O)NCc2ccc3c(c2)cc(C)n3C)c1	0	-1.8	-1.3	-9	-1.3	-1.2	-5	0.1	1.2	-8	0.1
2	O=C(O)CSc1nnc(-c2cccs2)n1-c1ccc(Cl)cc1	-1	-0.3	-0.1	-1	-1.2	-1.7	0	-0.4	0.8	-8	-0.1
3	CCCCN(C(=O)c1ccc(-c2ccc(Cl)cc2)o1)c1c(N)n(CC(C)C)c(=O)[nH]c1=O	3	0.2	0.4	-10	-1.2	2.4	18*	-2.3	-1.6	-14	-0.9
4	COc1ccccc1NC(=O)C1CC(=O)OC1c1ccccc1 (stereo not drawn)	-3	0.4	0.3	1	-1.2	-0.6	-5	-0.9	0.1	7	0.1
5	COC(=O)c1cc(=O)n(Cc2cccs2)c(=Nc2ccccc2)s1	2	2.9	4.3*	-5	-0.8	-0.3	3	-1.2	-2.7	4	-1.0
6	Cc1ccccc1-c1nc(CN2CCC(C(=O)N3CCN(c4ccccn4)CC3)CC2)c(C)o1	-1	-0.7	-3.0	-2	-1.9	-0.8	0	-2.5	-2.4	-11	-0.9
7	CC1(c2ccccc2)NC(=O)N(CC(=O)N2CC(=O)Nc3ccccc32)C1=O (stereo not drawn)	-3	-1.5	1.2	3	-1.1	0.0	-6	-1.3	-1.3	-1	1.2
8	Cc1ccc(C#N)c(SCC(=O)Nc2nccs2)n1	14*	0.6	-0.3	i	3.0*	20*	2	18*	-1.2	4	6.3*
9	COc1ccc(S(=O)(=O)N2CCC(C(=O)NC3CCCCC3)CC2)cc1C	-1	0.2	-1.1	-3	-0.7	0.2	-1	-0.9	0.5	9	0.4
10	Cc1ccc(C)c(NC(=O)c2cccc3c2-c2ccccc2C3=O)c1	2	.	.	1	-0.4	-3.0	-2	0.1	.	2	-0.2
11	CC1C(=O)N(Cc2cn(CCC3OCCCO3)nn2)CCS(=O)(=O)N1Cc1ccc(-c2ccc(Cl)nc2)cc1 (stereo not drawn)	-6	0.7	-1.1	0	-0.8	-4.4	-2	-2.0	-0.2	1	-1.6
12	CCCC(=O)Nc1ccc(Cl)c(NC(=S)NC(=O)c2ccco2)c1	-3	-1.3	-0.7	-1	-1.3	-0.8	4	-2.8	-0.6	13	-1.4
13	O=C(NCc1ccccn1)c1cc(S(=O)(=O)N2CCN(c3ccccc3)CC2)ccc1Cl	-5	-0.5	-0.2	-4	-0.8	-1.9	3	-0.9	-0.3	2	-0.2
14	C=C(C)CSc1nnc(-c2cc(-c3ccccc3)n[nH]2)n1N	-4	.	.	0	-0.8	5.1	-6	-1.3	.	-1	-0.2
15	Cc1scc(C(=O)N/N=C/c2ccsc2)c1C	2	1.9	2.0	0	1.1*	18*	2	2.4	-1.4	3	2.7
16	CSc1ncccc1C(=O)OCC(=O)N(CC(C)C)c1c(N)n(Cc2ccccc2)c(=O)[nH]c1=O	-2	0.4	-0.5	-6	-0.7	-0.5	-2	0.8	0.9	13	0.3
17	CCCOc1ccc(S(=O)(=O)N2C(=O)CC(=O)N(Cc3ccc(OCC)cc3)C2=O)cc1	-1	.	.	-9	0.2	0.7	-9	-1.2	-2.2	-16	0.9
18	COc1ccc(/C=C/C2=NN(Cc3ccccc3)C(=O)CC2)cc1	-2	0.9	1.7	-6	-1.2	-2.2	5	-1.2	-1.7	-19	-0.4
19	O=C(NC1CCCCC1)c1csnn1	-7	1.7	2.6	2	-1.4	1.2	3	0.3	1.6	10	-0.4
20	COc1cccc(-c2nnn(C/C(N)=N/O)n2)c1	1	0.7	-0.5	2	-0.2	3.4	-6	3.0	-1.6	16	0.5
21	Cc1ccc(N2CCN(/N=C/c3sccc3C)CC2)cc1	0	-0.5	-0.5	3	-1.3	-3.5	1	-2.2	-2.6	11	-0.5
22	COC(=O)[C@H](C(C)C)N1CCc2nnn(Cc3ccc(C)cc3)c2-c2ccccc2S1(=O)=O	-4	.	.	0	-1.9	1.9	-1	-1.8	.	-9	-0.3
23	C=CC[C@@H](Cc1ccc(F)cc1)C(=O)OC[C@@H]1CCCN1C(=O)[C@@H](CC=C)CC(=O)N(CCO)Cc1ccccc1	0	-7.4	0.0	3	-1.4	-2.3	3	-1.1	-0.7	-22	-0.6
24	Clc1ccc(Cn2ccc3ccccc32)cn1	-1	1.9	6.0*	-5	-0.6	-0.7	3	1.5	-2.1	-13	-0.1
25	CCN(CCCNS(=O)(=O)c1cc(-c2cc(C)no2)ccc1C)Cc1ccccc1	1	-0.6	0.1	-10	-1.6	-2.0	3	-0.3	-0.3	-19	0.9
26	O=C(Nc1c(F)c(F)c(F)c(F)c1F)c1ccc(Br)o1	-2	0.6	0.3	1	-1.0	-1.9	-3	0.2	2.2	0	-0.3
27	COc1ccccc1NC(=O)NNC(=O)CN1C(=O)COc2ccccc21	2	1.8	2.7	-51	-1.1	1.8	4	-1.2	-0.1	-1	0.6
28	CCOc1ccccc1C(=O)NC(C)c1ccc(-n2ccnc2)cc1 (stereo not drawn)	-1	2.9	0.0	-4	-1.4	-4.6	-1	-1.1	-1.1	-3	0.3
29	COc1ccccc1C(c1nnnn1C(C)(C)C)N1CCN(C(=O)c2ccco2)CC1 (stereo not drawn)	1	2.3	0.4	-2	-0.7	-0.9	-4	0.6	-0.7	-6	-0.5
30	CN1C(C)(C)CC(NC(=O)c2ccco2)CC1(C)C	-1	1.0	0.3	-2	-0.8	1.2	-5	0.2	0.3	-4	1.0
31	CN(C)CC(CCC(CN(C)C)C(O)(c1ccccc1)c1ccccc1)C(O)(c1ccccc1)c1ccccc1 (stereo not drawn)	0	.	.	-3	-1.5	-0.7	-1	-0.8	-0.7	-2	0.6
32	CCC(CC)C(=O)Nc1cccc(C(=O)NCc2ccco2)c1	-1	-1.0	-0.5	-6	-0.9	0.1	0	-0.4	1.1	-3	-0.2
33	O=C(CN1CCN(c2ccccc2)CC1)N1CCN(c2ccccc2)CC1	0	1.6	0.0	3	-2.0	-2.1	3	1.0	-2.0	2	-0.1
34	O=S(=O)(CC1NCCc2ccccc21)NCc1ccc(F)cc1 (stereo not drawn)	-2	.	.	2	-0.5	-0.1	0	-2.0	.	13	-0.9
35	CCCC(=O)N1CCC(Cc2ccccc2)CC1	-1	0.7	-0.6	-6	-1.2	-1.5	1	-0.6	-1.8	-1	0.0
36	O=C(/C=C/c1ccco1)NC(=S)Nc1ccc(Cl)cn1	3	1.5	-1.3	-30	-0.7	0.3	1	-0.9	-1.5	5	0.9
37	CC(C)CC(NC(=O)C(CC(C)C)NC(=O)OC(C)(C)C)C(N)=O (stereo not drawn)	2	0.9	0.1	0	-0.5	1.8	-3	-1.3	0.5	-1	-0.2
38	CC1C(=O)N2CCCc3cc(NC(=O)C4CCCCC4)cc1c32 (stereo not drawn)	-1	-0.1	1.8	-11	-1.1	-2.0	-2	0.1	1.3	2	0.9
39	CC(=O)N1CCN(CC(=O)Nc2c(Cl)cc(Cl)cc2Cl)CC1	-3	0.8	0.7	5	-1.0	2.4	2	-0.6	0.2	3	0.2
40	COc1cccc(OC)c1C(=O)OCC(=O)Nc1ccc(OC(F)(F)F)cc1	-6	-0.8	0.9	6	-1.5	1.1	0	-1.5	-1.2	-13	-0.9
41	CCc1cccc(CC)c1NC(=O)CO/N=C(\C)c1cccs1	-3	0.8	0.5	5	-1.9	-3.0	0	-0.7	-0.6	-3	-0.8
42	CSc1ccccc1NC(=O)c1onc(C)c1Cl	0	-0.7	-0.7	2	-1.4	2.4	4	0.8	-0.6	-1	0.5
43	COc1ccc(Br)cc1C(=O)NCc1cccnc1	-2	1.4	0.6	0	-0.6	1.3	9	-1.2	0.1	2	-0.1
44	C[C@H](CO)N1C[C@H](C)[C@@H](CN(C)C)Oc2c(NS(=O)(=O)c3cn(C)cn3)cccc2C1=O	-5	-2.2	1.0	-3	-0.5	2.5	0	0.5	-1.4	7	0.5
45	CCC(C)c1ccccc1N1CC(C(=O)N2CCN(S(=O)(=O)c3ccccc3Br)CC2)CC1=O (stereo not drawn)	-2	-1.7	-1.2	-5	-1.2	-3.9	2	-2.0	-0.7	-14	0.9
46	COc1cccc(NC(=O)CN2CCSc3ccccc32)c1	-4	2.7	-1.1	-8	-1.2	-2.2	8	-1.0	-0.1	3	-0.2
47	C[C@@H]1CN([C@H](C)CO)C(=O)c2c(c3ccccc3n2C)-c2ccccc2CO[C@H]1CN(C)Cc1ccc(-c2ccccc2)cc1	-5	0.4	2.9	1	-0.4	4.6	9	1.4	-0.7	-10	0.8
48	CCC(=O)c1ccc(OCC(=O)OCC(=O)Nc2ccc3c(c2)OCCO3)cc1	0	-1.5	1.2	-2	-0.9	2.1	-8	-1.8	-2.5	-4	0.7
49	Cc1ccc(CCC(=O)Nc2ccc(Br)cc2)o1	0	0.1	-0.7	-6	-1.3	2.9	6	-2.1	-3.5	-28	-0.4
50	O=C(COc1ccc([N+](=O)[O-])cc1)Nc1ccc2c(c1)nc1n2CCOC1	-1	1.1	-0.4	-7	-0.9	1.9	5	-1.1	-2.0	3	0.0

# Profiles from above.
# COc1ccccc1C(c1nnnn1C(C)(C)C)N1CCN(C(=O)c2ccco2)CC1 (stereo not drawn) across the screens: SMARCA2 act = 1; FXN GAA850 act = 2.3; DAX1 inh-1 = 0.4; PLC-beta3 inh = -2; ssDAF12 agonist = -0.7; hgDAF-12 ag = -0.9; Rev-erbA mod = -4; hcDAF-12 act = 0.6; PG9 Ab binder = -0.7; HGIII-sPLA2 inh = -6; DAX1 inh-2 = -0.5
# CSc1ccccc1NC(=O)c1onc(C)c1Cl across the screens: SMARCA2 act = 0; FXN GAA850 act = -0.7; DAX1 inh-1 = -0.7; PLC-beta3 inh = 2; ssDAF12 agonist = -1.4; hgDAF-12 ag = 2.4; Rev-erbA mod = 4; hcDAF-12 act = 0.8; PG9 Ab binder = -0.6; HGIII-sPLA2 inh = -1; DAX1 inh-2 = 0.5

# Remaining list, next part
nr	SMILES	SMARCA2 act	FXN GAA850 act	DAX1 inh-1	PLC-beta3 inh	ssDAF12 agonist	hgDAF-12 ag	Rev-erbA mod	hcDAF-12 act	PG9 Ab binder	HGIII-sPLA2 inh	DAX1 inh-2
51	O=C(NC(=S)Nc1ccccc1Cl)c1csnn1	1	0.7	-0.1	-2	-1.3	2.8	.	-2.1	-0.1	9	-0.3
52	Cc1ccc(CNC(=S)NC2CCC(C(C)(C)C)CC2)cc1 (stereo not drawn)	-2	0.6	0.0	-7	-0.7	2.1	1	0.5	-1.1	-2	-0.8
53	O=C(CCc1ccc(S(=O)(=O)N2CCOCC2)cc1)NCCc1ccccn1	-2	-0.8	1.4	0	-1.1	2.4	0	0.3	1.2	10	-0.7
54	CCC(CC)C(=O)NCc1cccnc1	1	-1.0	0.3	-5	-1.3	0.4	-6	0.9	-1.1	10	0.5
55	CCOc1ccc(-n2c(SCC(=O)Nc3ccccc3CC)nc3n[nH]c(C)c3c2=N)cc1	-1	.	.	3	-1.3	-0.7	0	-0.7	-1.8	3	-0.6

# Compound activity as filed in PubChem BioAssay.
